Bioassay records (PubChem BioAssay)
S1P4 antag – blocks the human S1P4 receptor. hit rate 0.26% among 220,000. O95977. AID 1510. S1P4-expressing cells, antagonist mode, reporter read-out. inhibition, % at 4.98 µM; in the data active means inhibition above about 29%;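 further: 0% = wells stimulated with agonist and 100% = vehicle wells without agonist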
Calpain2 inh – blocks pig calpain II enzyme activity. purified calpain II, fluorogenic peptide substrate, 30 min. inhibition, % at 16 µM. hit rate 0.37% among 220,000. AID 1236;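 active means inhibition above about 50%, limit read from the data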
BaF3 parental – parental Ba/F3 viability inhibition as JAK2V617F counter-screen | hit rate 1.1% among 220,000 | CellTiter-Glo ATP luminescence | inhibition, % at 5.6 µM;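 active means inhibition above a per-campaign cutoff, the mean inhibition of all tested compounds plus 3 SD, cut at about 27% in these data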;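 further: 0% = DMSO wells and 100% = JAK Inhibitor I control wells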
EP2 modulator – modulates human prostaglandin E2 receptor EP2 signaling. EP2-expressing cells, cAMP HTRF FRET, PGE2 co-stimulation. AID 940. hit rate 0.83% among 260,000. induction, % at 25 µM;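 active means compounds whose cAMP rise, as percent of the full-agonist control response, exceeds 60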;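 further: rat C6 glioma line stably carrying human EP2 under a CMV promoter; the protocol text gives 20 µM as final concentration; 100% = response of wells given 1 µM PGE2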
TRPN1 ag – zebrafish TRPN1 (NompC) channel agonism | hit rate 0.18% among 220,000 | AID 1424 | activation, % at 3 µM | HEK293 zebrafish TRPN1-YFP, Fluo-8 calcium fluorescence; 100% = response to 87 µM carbachol;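 active means activation above its plate's cutoff, the mean activation of test wells on that plate plus 3 SD, cut at about 19% in these data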;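 further: 0% = DMSO alone and 100% = 87 µM carbachol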
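Control set: carbachol 87 µM as high control, DMSO as low control; system: HEK293 stable line with zebrafish TRPN1-YFP; read-out: % activation versus carbachol response; detection: intracellular calcium fluorescence with Fluo-8; doses: single test compound dose, 3 µM nominal, 0.3% DMSO; schedule: dye 1 h 37 °C plus 30 min RT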
S1P4 agonist – human S1P4 receptor agonism. O95977. S1P4-expressing cell line, agonist reporter assay. activation, % at 4.98 µM. hit rate 0.35% among 220,000; in the data active means activation above about 11%;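 further: 0% = DMSO vehicle and 100% = reference agonist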
PERK inhibitor – blocks human PERK kinase; Q9NZJ5; CHO PERK-DD fusion, SEAP luminescence translation reporter; inhibition, % at 5.6 µM; hit rate 0.17% among 220,000; AID 1416;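 active means inhibition above the mean inhibition of all tested compounds plus 3 SD, set separately per screening campaign, cut at about 2.9% in these data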;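 further: PERK kinase domain activated by AP20187 dimerizer at 100 nM; 0% = DMSO with dimerizer and 100% = rapamycin at 8.4 µM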
Target sequence (Q9NZJ5 whole entry, looked up, the tested form may be a part): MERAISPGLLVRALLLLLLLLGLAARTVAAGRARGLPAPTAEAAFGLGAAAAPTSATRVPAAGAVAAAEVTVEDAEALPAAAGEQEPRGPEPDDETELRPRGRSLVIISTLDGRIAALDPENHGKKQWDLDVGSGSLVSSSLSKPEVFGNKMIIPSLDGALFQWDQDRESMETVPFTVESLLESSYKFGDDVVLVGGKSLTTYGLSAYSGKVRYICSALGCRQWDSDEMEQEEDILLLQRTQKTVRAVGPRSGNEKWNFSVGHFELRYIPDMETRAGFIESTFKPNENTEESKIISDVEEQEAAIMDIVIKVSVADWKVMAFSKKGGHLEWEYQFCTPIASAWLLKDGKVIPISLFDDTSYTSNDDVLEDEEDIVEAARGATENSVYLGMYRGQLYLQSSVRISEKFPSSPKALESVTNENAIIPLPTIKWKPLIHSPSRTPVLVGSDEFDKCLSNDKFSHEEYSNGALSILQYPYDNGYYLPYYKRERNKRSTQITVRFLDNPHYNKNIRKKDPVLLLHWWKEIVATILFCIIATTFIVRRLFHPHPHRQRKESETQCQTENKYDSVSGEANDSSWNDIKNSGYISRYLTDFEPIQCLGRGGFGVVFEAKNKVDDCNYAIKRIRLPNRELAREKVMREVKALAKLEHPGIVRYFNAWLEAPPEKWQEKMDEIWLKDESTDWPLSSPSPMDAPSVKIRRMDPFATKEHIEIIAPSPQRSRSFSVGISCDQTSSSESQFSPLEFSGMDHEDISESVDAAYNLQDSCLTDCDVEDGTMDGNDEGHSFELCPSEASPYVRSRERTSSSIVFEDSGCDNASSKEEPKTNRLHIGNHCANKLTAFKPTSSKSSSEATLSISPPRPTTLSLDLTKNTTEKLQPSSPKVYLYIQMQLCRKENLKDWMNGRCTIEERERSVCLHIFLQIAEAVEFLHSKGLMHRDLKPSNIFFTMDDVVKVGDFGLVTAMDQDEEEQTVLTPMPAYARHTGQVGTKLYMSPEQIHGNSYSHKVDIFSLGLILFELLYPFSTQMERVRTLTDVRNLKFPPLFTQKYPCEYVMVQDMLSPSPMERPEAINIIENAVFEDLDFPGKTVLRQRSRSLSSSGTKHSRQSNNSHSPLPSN
Ba/F3 V617F tox – lowers viability of Ba/F3 cells expressing EpoR and JAK2V617F | ATP luminescence | inhibition, % at 5.6 µM | hit rate 1.1% among 220,000 | AID 1446;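 active means inhibition above the campaign mean plus 3 SD over all tested compounds, cut at about 24% in these data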;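 further: cytokine-independent growth of Ba/F3 cells driven by EpoR plus mutant JAK2; 0% = DMSO-treated cells and 100% = JAK inhibitor I control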
TRPML3 ag – agonists of human TRPML3 channel. activation, % at 3 µM. HEK293 TRPML3-YFP, Fluo-8 calcium fluorescence; 100% = the carbachol control signal. Q8TDD5. hit rate 0.29% among 220,000;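 active means activation above its plate's cutoff, the mean activation of the plate's test wells plus 3 SD, cut at about 12% in these data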;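 further: 0% = DMSO only wells and 100% = carbachol wells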
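system = HEK293 cells stably carrying human TRPML3-YFP | doses = one concentration, 3 µM nominal, 0.3% DMSO | timing = dye loading 1 h 37 °C then 30 min ambient, 125 s read | detection = Fluo-8 calcium dye fluorescence, ex 470-495, em 515-575 nm | benchmarks = high control carbachol 87 µM, low control DMSO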
* = called active by the depositor; i = inactive; . = no result given; & = joins results of further samples. Not a hit list. Share with any hit: about 3.6%.

Compound	S1P4 antag	Calpain2 inh	BaF3 parental	EP2 modulator	TRPN1 ag	S1P4 agonist	PERK inhibitor	Ba/F3 V617F tox	TRPML3 ag
CCN(CC)c1ccc(C(=O)N/N=C(\C)c2cccc(OC)c2)cc1	-17	9	9	-48	0.8	-0.2	0.9	1	0.2
CCOC(=O)c1cn(Cc2ccccc2)c2cc(C)nn2c1=O	6	-131	-2	0	1.0	0.2	0.7	-1	0.9
CCc1ccc(Nc2nnc(SCn3nnc4ccccc4c3=O)s2)cc1	-7	-7	3	-1	-0.9	-2.1	-0.6	-1	0.5
CCc1ccc(S(=O)(=O)NCc2cn3cccc(C)c3n2)s1	-15	-10	8	-3	4.6	-2.1	-0.1	-1	1.9
CCN(CC)C(=O)CSc1nnc(-c2ccccc2)n1-c1ccccc1	-3	-24	2	8	-0.4	0.2	-0.9	2	-0.5
Nc1nc2nc(-c3ccccc3)cc(=O)n2[nH]1	-2	-39	7	24	0.8	2.2	1.0	-1	1.5
COc1ccc(-c2[nH]ncc2N=Nc2ccccc2)cc1	-1	-43	5	62*	-2.6	2.1	0.9	1	0.0
CC1Cc2ccccc2N1C(=O)CN1CCC(C(N)=O)CC1 (stereo not given)	-3	10	-3	-20	0.3	-1.1	1.6	-3	0.6
COc1ccc(C(C(=O)NC2CCCC2)N(C(=O)c2ccco2)c2ccc3c(c2)OCO3)cc1OC (stereo not given)	-34	14	5	-16	-1.1	1.8	0.2	5	-0.6
COc1cccc(-c2nn(-c3ccccc3)cc2C(=O)NCC(=O)O)c1	2	-11	3	-14	-0.5	-0.9	0.3	1	0.4
Clc1ccc2nc(-c3ccncc3)cc(-c3ccccc3)c2c1	10	-15	-3	55	-0.7	2.2	0.0	-2	-0.1
O=C(NCc1ccco1)c1cc2c(s1)CCCCC2	12	-42	-1	-5	0.2	1.1	-0.6	2	0.1
CC(C)(C)CN1CCNC(=O)C1CC(=O)NCCc1ccccc1F (stereo not given)	-21	-33	0	-21	1.3	0.8	1.0	0	0.7
CCN=C(NCC)SC1CC(=O)N(c2cccc(OC)c2)C1=O (stereo not given)	-10	-29	3	4	4.5	0.9	0.3	-2	1.4
Brc1ccc(CSc2nnc(-c3ccccn3)n2Cc2ccco2)cc1	-18	-1	10	34	-2.2	0.8	-1.4	1	-0.1
COc1ccc(N2CCN(C(=O)c3ccc4c(c3)OCO4)CC2)cc1	10	-4	3	5	-0.1	-1.2	1.0	0	0.5
Cc1ccc(C)n1-c1nn(S(=O)(=O)c2cccc(C(F)(F)F)c2)c2cccc(F)c12	-7	32	1	-6	-2.3	-0.3	-0.4	-5	-0.7
CCn1cc(C(=O)N2CCCc3ccccc32)c2cc(OC)c(OC)cc2c1=O	5	6	1	-14	0.7	-2.5	-0.3	-2	-0.1
CCN(CC)CC(=O)Nc1ccc2c(c1)N(C(=O)CN(CC)CC)c1ccccc1CC2	7	-22	10	-9	-0.3	-2.4	-0.7	0	1.0
Cc1cc(C(F)(F)F)cc(NNC(=O)NC(=O)c2ccc(Cl)cc2)n1	2	-20	1	-35	2.1	-2.3	1.4	-5	0.8
CC1(C)C=Cc2c(c3ccccc3[nH]c2=O)O1	-1	-6	3	5	-1.8	1.1	0.4	1	-1.7
COCc1cc(CN2CCCC2)c(O)c2ncccc12	-2	-41	59*	26	0.8	2.5	1.2	72*	0.1
O=C(N/N=C/c1ccco1)c1cc(-c2ccc(Cl)s2)[nH]n1	-14	25	6	-55	0.7	1.2	0.5	1	-0.4
COc1ccc(C(=O)N(Cc2ccc(N(C)C)cc2)C2CCS(=O)(=O)C2)cc1 (stereo not given)	15	-20	5	-12	2.2	-0.4	0.0	-1	0.7
COCCCNC(=S)N1CCN(C)CC1	-7	13	1	9	2.0	2.1	-0.4	1	0.4
Cc1ccc(-c2nc3c(c(=O)[nH]c(=O)n3Cc3ccccc3)n2C)o1	-5	-149	4	14	-0.3	1.4	0.5	0	-0.8
O=P(COCCO)(c1ccccc1)c1ccccc1	0	7	2	-23	1.0	0.3	1.5	-1	1.3
COCCCNC(=O)c1ccc(N(C)S(C)(=O)=O)cc1	8	6	5	6	0.4	-1.4	1.6	-4	0.8
S=c1[nH]nc(-c2ccco2)n1/N=C/c1ccccn1	-6	-30	1	30	0.4	1.1	1.4	2	1.3
COCCOC(=O)C1=C(C)NC(=O)CC1c1cc2c(cc1Br)OCO2 (stereo not given)	-22	40	4	1	1.1	0.6	-0.4	2	0.6
CC(C)Oc1ccc(CCC(=O)N/N=C/c2ccncc2)cc1	-1	-2	-2	-55	0.7	-0.8	1.7	-1	-0.8
C=CCn1c(O)c(CN2CCOCC2)c(C)c(C#N)c1=O	-11	.	7	.	1.3	1.5	0.7	4	0.9
Cc1cccc(NC(=S)N/N=C(\c2ccccc2)C(C)C)c1	9	25	5	16	-2.0	-4.3	0.7	-6	-0.8
CC1(C)CC(=O)c2cc(OCC(=O)NCc3cccnc3)ccc2O1	-4	i	2	-1	0.5	-1.0	-0.3	3	0.2
CC(=O)c1ccc(Oc2ccc(C(C)=O)cc2)cc1	-5	-7	4	-11	1.6	0.6	1.4	-1	1.7
COc1cc(/C=N\NC(=O)CNC(=O)c2cccc([N+](=O)[O-])c2)ccc1O	-34	7	0	-20	-1.3	-2.4	1.7	-4	0.3
COc1cc(-c2nnc(SCC(=O)N(Cc3ccccc3)C(C)(C)C)o2)cc(OC)c1OC	0	2	96*	37	-1.2	-3.3	-1.2	2	0.6
CCN(CC)S(=O)(=O)c1cccc(S(=O)(=O)c2cccc(S(=O)(=O)N(CC)CC)c2)c1	-15	.	6	.	3.3	-0.2	-1.2	4	5.8
CC1=C(C#N)C(c2cccnc2)C2=C(CCCC2=O)N1 (stereo not given)	-11	i	-1	8	0.5	1.6	0.2	-5	0.4
N#Cc1ccc(-c2ccccc2)nc1SCC(=O)c1cc2ccccc2oc1=O	-12	-217	3	12	0.8	-0.1	0.1	0	0.5
Cc1ccc(S(=O)(=O)c2ccc(Oc3ccccc3)cc2)cc1	-20	2	4	8	0.7	1.9	0.5	-2	0.6
CCOC(=O)c1c(C)nn(Cc2cccc(Cl)c2)c1N	-8	19	7	-9	-0.8	2.1	0.7	-2	-0.8
COc1c(C(=O)Nc2ccc(Cc3ccncc3)cc2)ccc2ccccc12	-23	33	7	-6	0.8	0.8	-0.2	3	2.2
COC(=O)c1cc2c(=O)n3ccccc3nc2n(C(C)C)c1=N	-28	.	4	.	0.2	12*	1.1	-2	0.7
COc1cc2nc(C(C)(C)C)oc(=O)c2cc1OC	5	-5	-1	-30	2.2	-0.4	0.7	1	0.6
COc1ccc(C(=O)c2sc3nc(C)cc(-c4cccs4)c3c2N)cc1OC	-5	-14	1	26	0.4	0.0	-0.8	-1	1.3
Cc1onc(NC(=O)c2ccc(Cl)cc2Cl)c1Br	-8	-14	8	19	0.0	2.1	0.5	1	0.6
Cc1ccccc1NC(=O)c1ocnc1C	-13	-15	6	16	-0.2	0.1	1.6	-2	0.3
CCOCN(C(=O)Cn1c(C(C)O)nc2ccccc21)c1c(C)cccc1CC (stereo not given)	0	-36	2	27	1.7	-2.0	-0.6	-2	0.3
COc1ccc(-n2ccsc2=S)cc1	-20	2	0	14	-0.3	-1.0	-0.6	1	0.6

Continued:
Compound	S1P4 antag	Calpain2 inh	BaF3 parental	EP2 modulator	TRPN1 ag	S1P4 agonist	PERK inhibitor	Ba/F3 V617F tox	TRPML3 ag
COc1ccc(S(=O)(=O)N(CC(=O)Nc2ccc(S(=O)(=O)N3CCOCC3)cc2)Cc2ccc(F)cc2)cc1	10	23	3	-34	0.6	-3.0	-1.0	-1	-0.1
C=CCC(NCCCO)c1cccc(OC)c1OC (stereo not given)	6	-3	1	38	0.9	-0.9	1.0	-2	1.4
COc1ccc(OCCCCOc2ccccc2Cl)cc1	4	-13	2	26	-2.1	1.0	1.3	-2	0.0
O=C(Nc1nnc(-c2ccccc2F)s1)C1CCCO1 (stereo not given)	-7	-12	3	-41&-13	0.9	2.1	-0.6	1	0.9
CCn1c(SCC(=O)N2CCc3ccccc32)nnc1-c1ccco1	-2	-23	3	-12	0.6	-1.5	0.2	-2	-0.2
COc1ccc(CCN2CC(C(=O)NC3CCCCC3)CC2=O)cc1OC (stereo not given)	-3	-46	7	4	0.9	0.4	0.5	0	0.7
O=C(Nc1nccs1)Oc1ccccc1	6	3	1	16	-0.2	0.1	-0.5	0	0.9
CCn1c(=O)cc(SCC(=O)NCCCN2CCN(c3ccc(F)cc3)CC2)c2ccccc21	-27	18	9	54	0.2	-1.0	-1.1	-2	0.5
Cc1nn(C)cc1C(C(=O)NC1CCCCC1)N(C(=O)Cc1cccs1)c1ccc(Cl)cc1 (stereo not given)	-24	22	5	8	1.1	-1.1	0.9	1	1.0
O=C(c1cnccn1)N(Cc1cccs1)C1(C(=O)NC2CCCCC2)CCCCC1	-2	8	5	29	0.0	1.6	-0.6	3	-1.0
CCn1c(N)nc2c1c(=O)n(C)c(=O)n2C	-2	-9	10	29	0.1	-2.2	0.9	-3	0.6
CCC(C)NC(=O)C1CCN(S(=O)(=O)N2CCCC2)CC1 (stereo not given)	-11	-45	4	8	-0.9	-0.4	0.9	-1	1.2
